Fam108B inh: Fam108B inhibition, counter-screen for RBBP9 inhibitors; AID 1947; inhibition, % at 9.51 µM; recombinant Fam108B, FP-Rh probe fluorescence polarization; 300,000 tested, 0.33% active;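 active = inhibition above the screen mean inhibition plus 3 SD, computed separately per campaign, cut at about 18% in these data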;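 also: inhibitors lower polarization as less probe binds the enzyme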
TPT1 inh: blocks Candida albicans tRNA 2'-phosphotransferase; inhibition, % at 5 µM; 300,000 tested, 0.81% active; AID 1962; recombinant caTPT1, FP RNA substrate dephosphorylation;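 active = inhibition above the mean of all tested compounds plus 3 SD, set per screening campaign, cut at about 24% in these data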;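 also: plate controls were DMSO alone for no effect and ferristatin control at 100 nM for full effect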
MEX-5 binding: C. elegans MEX-5 TCR-2 RNA binding activity | AID 1832 | 300,000 tested, 0.38% active | Q9XUB2 | MEX-5/FITC-TCR2 RNA binding, fluorescence polarization; active compounds read low | activity score (negative = inhibition of binding), % at 10 µM;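 active = inhibition past about -25% in most replicates, and total fluorescence under double the plate's negative control median, limit read from the data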;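 also: 0% = DMSO and -100% = 5 µM competing unlabeled TCR2 RNA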
Target sequence (Q9XUB2 whole entry, looked up): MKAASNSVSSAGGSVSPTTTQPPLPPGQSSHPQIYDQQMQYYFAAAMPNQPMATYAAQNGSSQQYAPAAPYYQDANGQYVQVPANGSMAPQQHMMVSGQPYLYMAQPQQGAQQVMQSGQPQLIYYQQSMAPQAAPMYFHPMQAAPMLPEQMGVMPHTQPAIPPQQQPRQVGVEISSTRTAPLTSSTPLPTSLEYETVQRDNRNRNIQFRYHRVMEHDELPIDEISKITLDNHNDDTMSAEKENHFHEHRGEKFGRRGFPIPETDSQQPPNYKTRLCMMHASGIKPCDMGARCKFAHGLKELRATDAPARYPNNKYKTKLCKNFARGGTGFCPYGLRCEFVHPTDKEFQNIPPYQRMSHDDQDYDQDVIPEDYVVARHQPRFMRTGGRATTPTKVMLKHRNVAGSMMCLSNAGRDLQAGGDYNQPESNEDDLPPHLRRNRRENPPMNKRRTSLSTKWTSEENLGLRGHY
GLD-1 RNA inh: GLD-1-TGE RNA interaction inhibition (C. elegans). Q17339. purified GLD-1 + fluorescein TGE RNA, fluorescence polarization. inhibition, % at 5.96 µM. 320,000 tested, 0.44% active;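 active = percent inhibition above a per-plate cutoff, the plate mean of test compounds plus 3 SD, cut at about 30% in these data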;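 also: 0% = DMSO wells with GLD-1 and probe and 100% = wells lacking GLD-1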
PAD4 FP inh: inhibitors of human PAD4; AID 485272; recombinant PAD4, RCA probe fluorescence polarization; Q9UM07; inhibition, % at 6.36 µM; 330,000 tested, 0.41% active;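 active = percent inhibition above a cutoff equal to the mean of all tested compounds plus 3 SD, cut at about 15% in these data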;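 also: 0% = PAD4 with RCA probe and DMSO and 100% = probe without PAD4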
MCL1 BIM primary: MCL1-BIM-BH3 interaction inhibition (human); 320,000 tested, 0.68% active; Q07820; GST-MCL1 / FITC-Bim-BH3 fluorescence polarization; inhibition, % at 10.9 µM; AID 2057;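 active = inhibition above the mean inhibition of all tested compounds plus 3 SD, set per campaign, cut at about 40% in these data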;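 also: 0% = DMSO wells and 100% = unlabeled Bim-BH3 peptide control; higher means more loss of mP so more displacement of Bim peptide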
PME-1 primary: PME-1 (human) inhibition; Q9Y570; recombinant PME-1, FP-Rh probe fluorescence polarization; inhibition, % at 5.9 µM; 320,000 tested, 0.53% active; AID 2130;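 active = inhibition above the campaign mean of all compounds plus 3 SD, cut at about 26% in these data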;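 also: competitive labeling of PME-1 active site by serine hydrolase directed probe; 0% = PME-1 with DMSO and 100% = wells lacking PME-1 enzyme; inhibitors block probe labeling so polarization falls and inhibition rises; many of its hits are not listed in these tables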
Target sequence (Q9Y570 whole entry, looked up): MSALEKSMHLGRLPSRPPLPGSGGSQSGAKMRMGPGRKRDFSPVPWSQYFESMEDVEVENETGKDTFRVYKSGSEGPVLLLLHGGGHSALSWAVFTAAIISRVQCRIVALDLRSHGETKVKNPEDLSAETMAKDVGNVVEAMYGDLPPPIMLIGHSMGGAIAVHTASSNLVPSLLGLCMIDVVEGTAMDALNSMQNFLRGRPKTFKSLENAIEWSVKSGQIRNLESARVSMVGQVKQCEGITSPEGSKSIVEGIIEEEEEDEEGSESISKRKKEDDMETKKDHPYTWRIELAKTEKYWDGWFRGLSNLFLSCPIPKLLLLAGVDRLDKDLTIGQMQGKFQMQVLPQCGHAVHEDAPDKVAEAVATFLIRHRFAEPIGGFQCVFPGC
Bcl-xL primary: Bcl-xL (human) inhibition | Q07817 | GST-Bcl-xL / FITC-Bim BH3 peptide fluorescence polarization | inhibition, % at 10.9 µM | 320,000 tested, 0.7% active | AID 2129;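 active = inhibition above the mean of all tested compounds plus 3 SD, cutoff set per campaign, cut at about 30% in these data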;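 also: 0% = DMSO wells and 100% = unlabeled Bim-BH3 peptide competitor; inhibitors lower millipolarization by displacing the labeled peptide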
GSTO1 inh: counter-screen for RBBP9 inhibitors: inhibitors of human GSTO1; 300,000 tested, 1.1% active; inhibition, % at 5.96 µM; recombinant GSTO1, activity-based probe fluorescence polarization;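 active = inhibition above the campaign mean inhibition plus 3 SD, cut at about 35% in these data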;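 also: 0% = GSTO1-1 with DMSO and 100% = wells lacking GSTO1-1 enzyme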
Target sequence (P78417 whole entry, looked up): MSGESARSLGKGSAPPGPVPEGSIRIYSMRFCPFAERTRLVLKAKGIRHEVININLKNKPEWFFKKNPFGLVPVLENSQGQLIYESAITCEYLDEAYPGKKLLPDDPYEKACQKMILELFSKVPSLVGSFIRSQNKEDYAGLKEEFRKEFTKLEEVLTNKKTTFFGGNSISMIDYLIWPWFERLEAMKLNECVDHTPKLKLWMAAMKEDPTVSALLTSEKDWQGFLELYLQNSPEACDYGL
Active calls of the source: *; x = no result given. Only part of the results is shown; count on the stated rates, not on these rows.

SMILES | Fam108B inh | TPT1 inh | MEX-5 binding | GLD-1 RNA inh | PAD4 FP inh | MCL1 BIM primary | PME-1 primary | Bcl-xL primary | GSTO1 inh
O=C(NCCCn1ccnc1)c1ccc(N2CCCCC2)c([N+](=O)[O-])c1 | -5 | 2 | -8.8 | 0 | -2 | -1 | 5 | 3 | -3
Nn1c(SCc2ccccc2)nc2ccccc21 | 1 | -3 | 1.6 | -3 | 0 | -2 | 1 | 0 | 5
COc1cc(/C=C/c2cccc[n+]2C)ccc1OCC(=O)Nc1ccccc1 | 0 | 1 | -0.5 | 3 | 0 | -18 | -6 | -9 | -4
O=C(N/N=C/c1ccccn1)c1[nH]c2ccc([N+](=O)[O-])cc2c1-c1ccccc1 | 5 | 0 | -0.8 | 4 | -6 | 2 | -4 | 4 | -16
Cn1c(SCC(N)=O)nnc1C1CCN(S(=O)(=O)c2ccccc2C(F)(F)F)CC1 | -1 | 2 | 0.2 | 4 | -3 | -3 | 2 | 2 | 5
O=C(Cn1nnc(-c2ccccc2)n1)NNC(=O)c1cccc([N+](=O)[O-])c1 | 2 | 2 | 1.5 | 6 | 2 | 0 | 3 | 0 | 0
Cc1nnc(NC(=O)Cn2c(=O)sc3ccccc32)s1 | -2 | -1 | -1.3 | 5 | -1 | 1 | 1 | 8 | -2
O=C(C1CC1)N1CCN=C1SCc1ccc(F)cc1 | 3 | -5 | -1.0 | 2 | 2 | 2 | -3 | -1 | -9
Cc1nnc(N2C(=O)c3oc4ccccc4c(=O)c3C2c2ccco2)s1 (stereo not drawn) | 0 | 0 | -4.0 | 8 | -6 | 5 | -1 | 9 | 0
CCCS(=O)(=O)c1nc(S(=O)(=O)c2ccc(C)cc2)c(N2CCCC(C)C2)s1 (stereo not drawn) | -1 | 3 | -0.8 | 1 | -3 | 0 | 4 | -2 | 2
Nc1ncnc(SCc2c(F)cccc2Cl)n1 | 6 | -1 | 0.3 | 1 | -1 | 5 | -5 | 5 | 0
CCOC(=O)c1ccc(NC(=O)Nc2ccc(OC)c(OC)c2)cc1 | 7 | 2 | x | 4 | -1 | 5 | 26 | 5 | -2
Cc1ccc(NC(=O)CCNS(=O)(=O)c2ccc3[nH]c(=O)oc3c2)cc1F | 0 | 0 | 1.4 | 4 | 21* | 4 | 1 | 7 | -1
Cc1onc(-c2c(Cl)cccc2Cl)c1COC(=O)c1ccc(Cl)cc1[N+](=O)[O-] | 0 | 0 | -2.9 | 6 | 0 | -4 | -2 | 4 | 3
O=S(=O)(/N=C(/Sc1ccccc1)c1ccccc1)c1ccccc1 | 0 | -1 | -6.1 | 4 | 2 | -2 | 9 | 7 | 2
CCC(=O)Nc1ccc2oc(-c3cccc(C)c3)nc2c1 | -6 | -3 | x | -9 | 0 | -3 | -4 | -4 | -19
CCN(CC)C(=O)N1CCN(C(=O)N(CC)CC)CC1 | -4 | -3 | -0.9 | 0 | -1 | 7 | 1 | 8 | 9
CCn1cc(/C=C(\NC(=O)c2cc(OC)c(OC)c(OC)c2)C(=O)NCCCN2CCOCC2)c2ccccc21 | 1 | -4 | 1.5 | 4 | 5 | 4 | -1 | 8 | 0
Cn1c(=O)c2c(nc(N3CCNCC3)n2Cc2ccccc2Cl)n(C)c1=O | -1 | 5 | 0.1 | 5 | -2 | 4 | -4 | 1 | 4
NC(=O)c1nsc(C(=O)N(c2ccccc2)C(C(=O)NCc2ccc(F)cc2)c2ccc(O)cc2)c1N (stereo not drawn) | -14 | -1 | 0.2 | 10 | 1 | 4 | -5 | 5 | 8
CCN(Cc1ccc2c(c1)OCCO2)C(=O)CN1C(=O)NC2(CCc3ccccc32)C1=O (stereo not drawn) | x | x | x | -3 | -4 | -6 | 2 | -2 | x
COC(=O)c1cc(-c2cccc([N+](=O)[O-])c2)c2c(=O)n(C)c(=O)n(C)c2n1 | 4 | 0 | -1.1 | 1 | 4 | -1 | -5 | 3 | 4
CC1(C)CC(C)(c2ccc(O)cc2O)N(c2cccc(Cl)c2)C(=S)N1 (stereo not drawn) | -3 | 0 | -1.0 | 11 | -6 | 21 | 9 | 19 | -6
O=C(NCCC(=O)N1CCCCCCC1)c1ccc(Cl)cc1 | 1 | -1 | -0.8 | 2 | 4 | -3 | -1 | -6 | -4
COC(=O)c1ccc(CS(=O)(=O)c2ccc(C)cc2)cc1 | 0 | -1 | -0.2 | 4 | -1 | 0 | -2 | -1 | -2

Going on with the list:
SMILES | Fam108B inh | TPT1 inh | MEX-5 binding | GLD-1 RNA inh | PAD4 FP inh | MCL1 BIM primary | PME-1 primary | Bcl-xL primary | GSTO1 inh
O=C(NCC1CCCO1)C1CCC(N2C(=O)c3ccccc3C2=O)CC1 (stereo not drawn) | -4 | 1 | 0.6 | 9 | -8 | -3 | 1 | 4 | 4
Cc1ccc2c(c1)CCCN2C(=O)c1cc(C)on1 | 2 | -1 | -1.5 | 2 | 4 | 9 | 0 | 2 | -2
O=C(c1cc(-c2cccc(Br)c2)nc2ccccc12)N1CCCC1 | -1 | 1 | 0.4 | -4 | -2 | 7 | 3 | 9 | -1
O=C(O)/C(=C\c1ccc(F)cc1)c1ccc(-c2ccccc2)cc1 | -1 | -1 | 1.8 | -6 | 0 | 5 | -6 | 27 | 1
CCn1ccnc1[C@@H]1C[C@H]2CN(c3ccccc3OC)C(=O)[C@]23CCCN13 | 7 | 0 | -1.9 | -7 | 1 | -10 | 0 | -5 | 6
CC(=O)c1cccc(N=c2scc(-c3ccc(S(=O)(=O)N4CCOCC4)cc3)n2CCO)c1 | 4 | 1 | 1.5 | -1 | 0 | 1 | -2 | 8 | 1
CCC(=O)Nc1ccc(Cl)c(NC(=S)NC(C)=O)c1 | -1 | -3 | 1.3 | -1 | 1 | 12 | 4 | 4 | 2
CCOC(=O)Cc1c(C)nc2c(-c3ccccc3OC)c(C)nn2c1C | -3 | -7 | -1.0 | -2 | 1 | 0 | 0 | 5 | 4
c1ccc2c(c1)oc1c(NCCCn3ccnc3)ncnc12 | -2 | 0 | 3.3 | 3 | 1 | 6 | -2 | 9 | 1
COc1ccc(CCNC(=O)CCN2C(=O)[C@@H]3Cc4ccccc4CN3C2=O)cc1 | -4 | -1 | 0.6 | -2 | -4 | 2 | -4 | 0 | -6
Cc1cccc(NC(=O)CNC(=O)CN2C(=O)NC3(CCCCC3C)C2=O)c1C (stereo not drawn) | 4 | -7 | 0.1 | 13 | 3 | 3 | -4 | 5 | 15
O=[N+]([O-])c1ccc(S(=O)(=O)Nc2cccc(-c3ccc(N4CCCC4)nn3)c2)cc1 | -1 | 0 | -2.2 | 4 | -3 | -1 | 0 | -2 | -8
COc1ccc(NC(=O)/C(=C\c2ccc(F)cc2)NC(=O)c2ccco2)cc1 | 4 | 1 | -0.7 | 4 | 1 | 2 | 2 | 2 | -4
c1ccc(-c2nnc3n2CCCC3)cc1 | 2 | 1 | -0.8 | -1 | -1 | 2 | -3 | 4 | -1
CCCCNC(=S)N(C)/N=C/c1c(F)cccc1F | -6 | -1 | -2.5 | -8 | 0 | 11 | -13 | 9 | 4
CCc1ccccc1NC(=S)NCc1ccc2c(c1)OCO2 | 2 | -2 | -0.3 | 2 | -1 | 8 | -2 | 4 | 6
CC(C)[C@H]1CC[C@@H](C)C(C(=O)c2ccccc2)C1=O (stereo partly drawn) | -1 | -10 | 0.4 | 1 | -1 | -1 | -2 | 4 | 4
CC(C)(C)CN1CCN(Cc2nc(-c3ccc(F)cc3)cs2)CC1CCO (stereo not drawn) | -1 | 1 | 0.4 | 4 | -4 | 11 | 0 | 0 | 4
CC(C)(C)NC(=O)CN(C(=O)CS(=O)CC(=O)Nc1ccc(F)cc1)c1cccc(F)c1 (stereo not drawn) | -4 | -2 | -1.5 | 1 | -5 | -5 | -1 | -1 | 6
Cc1cccc(NC(=S)/N=C(\N)Nc2nc(C)c3ccc(C)cc3n2)c1 | -10 | -4 | 2.1 | 0 | 4 | 13 | -14 | 6 | -18
NCC(O)CN(c1ccccc1)c1ccccc1 (stereo not drawn) | 4 | -2 | 0.8 | -2 | -4 | -3 | -2 | -1 | -3
Cc1ccc(C2=C/C(=C\c3cccnc3)C(=O)O2)cc1 | 2 | 0 | -0.2 | -10 | 2 | -32 | -2 | -12 | -3
Nc1ncnc2c1ncn2C1CCCC1 | -5 | 0 | x | -1 | -5 | -13 | 0 | 4 | 4
NC(CSC12CC3CC(CC(C3)C1)C2)C(=O)O (stereo not drawn) | -4 | -2 | 0.9 | 4 | -1 | -1 | 0 | -1 | 2
CCOC(=O)C1CCCN(C(=O)c2cn(CC(C)C)c(=O)c3cc(OC)c(OC)cc23)C1 (stereo not drawn) | 4 | 1 | -2.7 | 6 | -3 | -1 | 6 | 0 | 4

The list goes on.
SMILES | Fam108B inh | TPT1 inh | MEX-5 binding | GLD-1 RNA inh | PAD4 FP inh | MCL1 BIM primary | PME-1 primary | Bcl-xL primary | GSTO1 inh
COc1ccc(Br)cc1/C=N/NC(=O)CN1CCCCC1 | 2 | 2 | 2.0 | 2 | -1 | 1 | -8 | 6 | 8
Cc1cccc(OCC(=O)Nc2ccc(C(=O)O)cc2NC(=O)COc2cccc(C)c2)c1 | -5 | 1 | -1.0 | -3 | -2 | -4 | 5 | 1 | 1
CCn1cc(C2=NC(C)CO2)c2ccccc21 (stereo not drawn) | 0 | -2 | -2.1 | -1 | -3 | 7 | 2 | 5 | 6
CCN1c2ccccc2-c2nc3ccccc3n2C1c1ccncc1 (stereo not drawn) | -6 | 3 | -0.2 | 2 | -1 | -4 | 6 | 5 | 3
O=C(c1cn(-c2ccccc2)nc1-c1ccncc1)n1nnc2ccccc21 | 1 | -4 | 0.1 | -6 | 1 | 5 | 1 | 3 | -4
O=C(Nc1cccc(S(=O)(=O)NC2=NCCC2)c1)C1CCC1 | -1 | -2 | -3.5 | 4 | -2 | 9 | -6 | 5 | -2
CCCc1ccc(OCc2ccc(C(=O)NN)o2)c(OC)c1 | 0 | -2 | 4.0 | 0 | -1 | 0 | -8 | 2 | -13
COCCNC(=O)Cn1cc2c(n1)CCCCC2 | -1 | 1 | -2.8 | 7 | -2 | 1 | -3 | -1 | 5
CC1=C/C(=C/N(C)c2ccccc2)C(=O)S1 | -1 | -11 | -9.3 | 11 | 0 | 41* | 10 | 29 | 4
COc1ccc(S(=O)(=O)Cc2ccc(C(=O)N3CCN(c4cccc(C)c4)C(C)C3)o2)cc1 (stereo not drawn) | 3 | -2 | 1.0 | 7 | 0 | -2 | 0 | 3 | 4
CSc1cccc(NC(=O)C(C)NS(=O)(=O)c2ccc(F)cc2)c1 (stereo not drawn) | -1 | 0 | -1.0 | 5 | -2 | 0 | -4 | -1 | 3
CCCn1c(SCC(=O)NC(=O)Nc2ccc(C)cc2C)n[nH]c1=O | 4 | 1 | 1.0 | 5 | 2 | 1 | -2 | -5 | 5
O=S(=O)(/C=C/c1ccccc1)Nc1ccc2c(c1)OCO2 | 7 | 0 | -1.4 | -2 | 1 | 1 | 0 | 1 | 5
COc1cc(/C=N/N2C(=O)c3ccccc3C2=O)ccc1O | 3 | 1 | 1.3 | -2 | -4 | 7 | -8 | 3 | -2

Grouped by structure, those above containing bromine
SMILES | Fam108B inh | TPT1 inh | MEX-5 binding | GLD-1 RNA inh | PAD4 FP inh | MCL1 BIM primary | PME-1 primary | Bcl-xL primary | GSTO1 inh
O=C(c1cc(-c2cccc(Br)c2)nc2ccccc12)N1CCCC1 | -1 | 1 | 0.4 | -4 | -2 | 7 | 3 | 9 | -1
COc1ccc(Br)cc1/C=N/NC(=O)CN1CCCCC1 | 2 | 2 | 2.0 | 2 | -1 | 1 | -8 | 6 | 8

Screening results as filed in PubChem BioAssay.
